MC4R antagonist = MC4R antagonists of cAMP signaling, primary screen, cell-based, TR-FRET, antagonist arm of biased-ligand search; Melanocortin receptor 4 (Homo sapiens), P32245; MC4R-expressing cells, MTII-stimulated cAMP, LANCE TR-FRET; inhibition, % at 6.5 µM; 0.48% of 360,000 active; AID 540295, 2011;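 active means inhibition above its plate's cutoff, the mean of tested wells on that plate plus 3 SD, cut at about 29% in these data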;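 further: 0% = Melanotan II alone and 100% = Melanotan II plus saturating MCL0020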
Target sequence (P32245 whole entry, looked up): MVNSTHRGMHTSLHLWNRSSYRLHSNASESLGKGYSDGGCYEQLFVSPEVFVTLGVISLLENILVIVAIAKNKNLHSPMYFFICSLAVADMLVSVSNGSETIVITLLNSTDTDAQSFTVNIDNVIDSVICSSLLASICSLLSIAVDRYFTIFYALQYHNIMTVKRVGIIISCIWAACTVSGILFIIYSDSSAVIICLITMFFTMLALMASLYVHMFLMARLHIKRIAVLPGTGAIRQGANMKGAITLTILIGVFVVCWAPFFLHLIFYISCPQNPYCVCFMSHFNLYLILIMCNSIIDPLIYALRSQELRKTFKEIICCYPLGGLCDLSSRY
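material = U2OS cells stably expressing human melanocortin 4 receptor (MC4R) | also added = Melanotan II challenge | dosing = single nominal compound dose of 6.5 µM | detection = TR-FRET with Eu-cAMP and labeled anti-cAMP, 671 nm | replication = singlicate | timing = compound 30 min, challenge 1 h, detection 1 h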
ABCB6 inh 2 = ABCB6 transporter inhibitors, primary screen, K562-ABCB6 cells, flow cytometry, MLPCN library. 0.19% of 360,000 active. ATP-binding cassette sub-family B member 6 (Homo sapiens), Q9NP58. K562-ABCB6 porphyrin accumulation, 1 h; hits give low values. AID 602162, 2011. fluorescence ratio to DMSO, % at 10 µM;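 active means fluorescence ratio to DMSO below 75%, the collection mean minus 3 SD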;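 further: signal is porphyrin accumulated inside mitochondria; 100% equals median channel fluorescence of DMSO control wells; lower ratio means ABCB6 inhibition with less porphyrin fluorescence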
HTR2A ag = mouse Htr2a agonists via beta-arrestin recruitment, primary screen, cell-based, luminescence | CHO-K1 mHTR2A beta-arrestin complementation; percent of 30 µM serotonin response | activation, % at 7.6 µM | 0.66% of 360,000 active | AID 624169, 2012;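 active means activation above a run cutoff, the mean activation of all tested compounds plus 3 SD, cut at about 14% in these data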;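 further: 0% = plate median of compound wells and 100% = 30 µM serotonin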
ABHD5-PLIN5 inh = ABHD5-PLIN5 interaction inhibitors, primary screen, cell lysate, split luciferase complementation, luminescence; inhibition, % at 4 µM; 0.78% of 360,000 active; Split G. princeps luciferase complementation, 4 h; Perilipin-5 (Homo sapiens) + 1-acylglycerol-3-phosphate O-acyltransferase ABHD5 (Homo …;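 active means inhibition above the mean inhibition across every tested compound plus 3 SD, cut at about 22% in these data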;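 further: 0% = DMSO only wells and the 100% control is not disclosed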
H9c2 protect = cardioprotection against H2O2-induced cell death, primary screen, uHTS, H9c2 cells, ATPLite luminescence. H9c2 cardiomyocytes, H2O2 injury protection, 2 h. protection from H2O2 cell death, % at 20 µM. 0.63% of 360,000 active. AID 588492, 2011;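 active means compounds giving at least 50% protection of heart cells from peroxide-induced death in the single-dose screen, raw or plate-pattern-corrected value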;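 further: 0% = DMSO wells with peroxide and 100% = DMSO wells without peroxide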
CaV13 ICDI inh = Primary screen for inhibitors of IQ motif and Ca2+-dependent inactivation inhibitor domain binding in CACNA1D, Förster resonance energy transfer in living cells, …. HEK cells, CFP/YFP FRET ICDI-IQ, plate reader, 10 min; percent FRET-ratio fall versus neutral wells. inhibition, % at 12.3 µM. 0.098% of 340,000 active. AID 743397;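 active means mean replicate inhibition of at least 30% and at least 1% of replicates passing that level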;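 further: 0% = median of the neutral control wells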
PDI inh = inhibitors of human PDI, primary screen, biochemical, turbidity, single point, plate reader; Protein disulfide-isomerase (Homo sapiens), P07237; PDI insulin aggregation turbidity, A650, 90 min; inhibition, % at 10 µM; 0.052% of 350,000 active;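 active means mean inhibition across replicates of 30% or more, whatever share of single replicates reach that level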;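 further: absorbance from insulin aggregation driven by PDI reduction with DTT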
Target sequence (P07237 whole entry, looked up): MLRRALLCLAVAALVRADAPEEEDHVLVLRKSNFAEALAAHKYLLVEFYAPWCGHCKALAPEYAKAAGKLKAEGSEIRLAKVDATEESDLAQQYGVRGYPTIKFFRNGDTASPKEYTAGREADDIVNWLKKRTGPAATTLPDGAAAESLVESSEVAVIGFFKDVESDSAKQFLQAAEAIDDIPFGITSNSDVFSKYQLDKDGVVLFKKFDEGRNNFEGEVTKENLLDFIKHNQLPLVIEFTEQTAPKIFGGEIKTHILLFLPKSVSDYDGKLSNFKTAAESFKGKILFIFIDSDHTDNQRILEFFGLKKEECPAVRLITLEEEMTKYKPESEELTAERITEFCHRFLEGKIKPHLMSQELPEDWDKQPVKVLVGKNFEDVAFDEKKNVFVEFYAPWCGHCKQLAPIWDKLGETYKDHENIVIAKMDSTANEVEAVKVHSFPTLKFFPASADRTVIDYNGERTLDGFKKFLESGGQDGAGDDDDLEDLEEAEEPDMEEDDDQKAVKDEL
MC4R barr agon = MC4R agonists recruiting beta-arrestin, primary screen, cell-based, luminescence, agonist arm of biased-ligand search; 0.98% of 360,000 active; U2OS MC4R beta-arrestin complementation; percent of melanotan II response, DMSO zero; Melanocortin receptor 4 (Homo sapiens), P32245; activation, % at 8.9 µM; AID 540308, 2011;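 active means activation above a per-plate cutoff, the mean activation of sample wells on that plate plus 3 SD, cut at about 8% in these data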
Glyco luc inh = increase of ERlucT glycosylation luciferase signal, primary screen, N-linked glycosylation inhibitor project, D54 ERlucT cells, luminescence, set 2; 0.23% of 360,000 active; AID 588692, 2011; reporter increase, % at 12.5 µM; D54 ERlucT glycosylation luciferase reporter, 24 h; percent of 100 nM tunicamycin response;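 active means mean luciferase reporter signal, scaled so untreated is 0 and the glycosylation-blocking control 100, at or above a set limit in every replicate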;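 further: luciferase carries N-glycosylation sites so blocking glycosylation raises the light; 0% = median of neutral control wells and 100% = median of 100 nM tunicamycin wells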
Granule exo inh = LAMP-1 surface exposure blockers, TALL-104 cells – cell-based, flow cytometry, MLPCN library, primary screen | inhibition, % at 10 µM | AID 651702, 2012 | 0.66% of 360,000 active | TALL-104 LAMP-1 surface exposure; cells stimulated with thapsigargin and PMA;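 active means inhibition above about 55%, limit read from the data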
Active calls of the source: *; nt = no result given.

SMILES	MC4R antagonist	ABCB6 inh 2	HTR2A ag	ABHD5-PLIN5 inh	H9c2 protect	CaV13 ICDI inh	PDI inh	MC4R barr agon	Glyco luc inh	Granule exo inh
COc1ccc(CCN2CC(C(=O)N(C)Cc3ccc(C)o3)CCC2=O)cc1 (centres undefined)	0	95	3	8	-1	-2	-3	-0.9	0	-2
Fc1ccc(/C=N/NC(=S)Nc2cccnc2)cc1F	0	99	-6	-9	21	-2	3	-3.4	3	1
O=C(COC(=O)/C=C/c1ccc(Br)o1)NCCCN1CCCC1=O	2	97	6	6	3	4	-2	-2.4	1	0
CS/C(=C\[N+](=O)[O-])Nc1ccc(OC(F)(F)F)cc1	13	98	-2	8	3	-5	-2	-1.6	13	3
CC(=O)c1c(C)[nH]c(C(=O)N(C)CC(=O)Nc2ccc(Cl)c(C(F)(F)F)c2)c1C	12	104	-13	3	-8	nt	-11	-3.8	2	-3
CC12CCC(C(=O)Nc3ccccc3)(C(Br)C1=O)C2(C)C (centres undefined)	15	98	5	0	3	-3	0	0.9	2	3
CCOC(=O)C1=CCN(S(=O)(=O)c2ccccc2C)C1c1ccc(F)cc1 (centres undefined)	nt	89	-4	-7	0	-6	nt	nt	-1	4
Clc1ccc(-c2ccc(SCc3ccccn3)nn2)cc1	-5	101	-6	0	-2	-5	-4	0.0	0	6
Cc1cc(N2Cc3ccccc3C2)ccc1C=O	-1	103	2	4	6	-1	7	0.2	-6	19
O=C(NCCc1ccccc1)/C(=C\c1ccccc1)NC(=O)c1ccco1	-6	100	0	5	2	-2	-7	-0.8	nt	11
O=CNc1c(Cl)cc2c(c1Cl)Cc1cc([N+](=O)[O-])ccc1-2	10	102	-2	-1	-7	-16	10	-1.7	10	-14
O=C(O)c1cn(-c2ccccc2)nc1C(=O)O	-2	99	2	11	13	nt	1	-0.8	1	-1
CCOCCCNC(=O)c1cccc(OC2CCN(S(C)(=O)=O)CC2)c1	-1	96	-6	8	7	-21	3	-0.2	0	-14
Cc1nc(C(=O)O)sc1C1(C)CC(c2cccc([N+](=O)[O-])c2)=NO1 (centres undefined)	10	104	6	0	-2	-6	-5	2.3	1	-2
Cc1ccccc1SCC(=O)Nc1cc(C(F)(F)F)ccc1N1CCOCC1	13	100	-7	5	-7	nt	1	0.8	-5	55
CC1(C)COC(/C=C/c2ccc([N+](=O)[O-])cc2)=N1	14	105	0	19	-7	-3	8	-2.5	-5	6
Cc1ccc2c(C)c(C(=O)N3CCC(N4CCC(C(=O)NC5CC5)CC4)CC3)oc2c1	3	101	-2	-1	-1	-2	-2	1.1	-1	3
CN(Cc1ccc(Cl)cc1)C(=O)c1[nH]c(C(F)(F)F)nc1-c1ccccc1	nt	98	-6	0	-3	-10	nt	nt	0	-1
NC(=O)c1ccsc1NC(=O)c1cc(=O)c2ccccc2o1	-19	98	-2	-11	7	-7	5	-2.1	2	0
CCCC(=O)N1CCC1(C)C(=O)Nc1ccc2c(c1)CCN2C(C)=O (centres undefined)	-10	96	1	1	8	-5	-3	-2.0	4	-8
COc1ccc(N2CCN(C(CNC(=O)C(=O)NCCc3c[nH]c4ccccc34)c3ccco3)CC2)cc1 (centres undefined)	3	104	-2	5	10	-4	0	7.0	-4	14
CC1CCCC=CC2CC(OC(=O)CN(C)C)CC2C(O)C=CC(=O)O1 (centres undefined)	7	101	-1	2	-3	-5	4	-2.7	0	30
COC(=O)c1nn(-c2ccccc2)c(-c2ccccc2)c1C(=O)c1ccccc1	18	100	-2	-2	-8	nt	-8	1.2	0	-21
O=C(CN1CCN(c2ncccn2)CC1)N1CCCc2c1c(=O)oc1ccc(O)cc21	1	184	-4	4	6	-6	18	-0.3	0	6
CCN1C(=O)C2C(c3cccc(F)c3)NC(CC)(C(=O)OC)C2C1=O (centres undefined)	10	95	3	3	-6	-6	-6	-2.0	1	0
Cc1ccc(NC(=O)CSc2ncc3ccccn23)cc1	9	106	-1	-10	-5	-1	3	1.2	0	-1
CCN(C(=O)CCN1C(=O)/C(=C/c2ccccc2)SC1=S)C1CCS(=O)(=O)C1 (centres undefined)	-1	91	-6	-7	-12	-7	5	-0.8	-2	0
CC1Cc2ccccc2N1C(=O)CCN1C(=O)C2C3C=CC(C3)C2C1=O (centres undefined)	14	91	2	0	-4	-5	0	-0.3	1	0
CCc1nnc(NC(=O)c2ccc(NS(=O)(=O)c3ccccc3)cc2)s1	4	100	9	-1	2	-5	-4	-2.4	0	-4
C#CCn1c(S(=O)(=O)Cc2ccc(C)cc2)nc(-c2ccccc2)c1-c1ccccc1	9	97	-5	-2	-1	-6	-5	-2.5	-12	-2
O=C(COc1ccc(S(=O)(=O)NCc2ccccc2)cc1Cl)NCc1ccncc1	5	100	-2	12	-2	-5	11	2.2	-1	-3
Cc1ccc(-c2csc(NC(=O)CCNC(=O)c3ccco3)n2)cc1	11	102	-4	0	-3	-4	0	-0.7	3	-3
CCOC(=O)[C@]12CCC=C1N(Cc1ccc(Cl)cc1Cl)C(=O)[C@H](CC(=O)NCCCOC)C2	nt	101	-4	4	nt	-4	nt	nt	nt	2
O=C(NC1CCN(Cc2ccccc2)CC1)c1cccc(S(=O)(=O)Nc2ccc(SC(F)F)cc2)c1	5	92	-16	-10	-18	-14	5	0.7	-8	-8
c1cnc2ccc(-c3ccc4ncccc4c3)cc2c1	-2	94	-6	5	-8	-2	-12	-1.0	-15	-6
Cc1ccc(-c2nnc(-c3ccccc3Br)o2)cc1	9	101	2	-6	-18	-21	4	2.0	-15	-10
O=C(Nc1ccc2c(c1)OCCO2)C(c1ccccc1F)n1c(=O)c(-c2cc3ccccc3[nH]2)nc2ccccc21 (centres undefined)	nt	nt	-5	-5	nt	-21	nt	nt	nt	1
Cn1nc(-c2ccccc2)c(/C=N/O)c1Cl	-6	101	2	6	1	1	-7	0.5	0	0
CCOC(=O)N(NC(=O)C(O)(C(C)C)C(C)C)c1ccccc1	3	106	-5	1	4	-2	-2	-3.8	2	0
N#CCCn1c(SCC(=O)NCc2ccco2)nc2ccccc21	14	98	0	6	3	-4	-2	0.4	0	-3
O=C(CCc1c[nH]c2ccccc12)N1CCN(S(=O)(=O)c2ccc(F)cc2)CC1	6	97	6	-2	-2	-5	-2	-3.4	0	-3
O=C1/C(=C/C=C/c2ccccc2)Oc2c1ccc(O)c2CN1CCN(CCO)CC1	-12	103	0	31*	2	-127	10	-0.4	12	14
O=C(COc1ccc([N+](=O)[O-])cc1)Nc1cc(S(=O)(=O)N2CCCCC2)ccc1N1CCCCC1	1	93	-4	-10	-4	-6	8	-1.1	-10	-1
C[C@@H]1CN([C@@H](C)CO)C(=O)CCCn2nncc2CO[C@H]1CN(C)S(=O)(=O)c1ccc(Oc2ccccc2)nc1	0	103	-6	1	8	-2	1	-0.6	3	-4
COCCNC(=O)C1(C)CCCN(C(=O)c2cccc(C(F)(F)F)c2)C1 (centres undefined)	-1	101	2	1	5	-12	-3	0.4	0	-15
S=c1[nH]nc(Cc2sc(-c3ccccc3)nc2-c2ccccc2)o1	14	95	1	-5	-8	-4	0	-1.8	-2	-2
COc1cccc2sc(N(CCN(C)C)C(=O)c3ccc(S(=O)(=O)N4CCCC4)cc3)nc12	-1	102	-8	-5	14	nt	1	-1.8	3	5
COCCNC(=O)C1(C)CCCN(Cc2cn(C)c3ccccc23)C1 (centres undefined)	16	100	-3	-4	-3	-6	4	0.8	0	2
CC1CC2(CCCCC2)N2C(=O)C(=O)c3cccc1c32 (centres undefined)	-5	110	-4	6	-2	-8	-5	0.8	0	2
CC(=O)Nc1ccc(C23CC4CC(CC(C4)C2)C3)cc1	1	99	-2	-8	-2	-6	-5	1.0	-5	-13
CCOC(=O)c1ccc(NC(=S)N2CCC(O)CC2)cc1	8	102	1	-9	2	10	2	-2.0	4	6
CS(=O)(=O)Nc1ccc(C(=O)Nc2cccc([N+](=O)[O-])c2)cc1	8	98	0	-4	2	-4	2	-2.0	3	-2
O=c1c(Cc2ccc(F)cc2)c(O)ccn1Cc1cccc(Cl)c1	13	105	3	4	7	-2	-1	2.8	0	2
CCOc1ccc(CN2CCNC(=O)C2CC(=O)NCCCOc2cccnc2)cc1 (centres undefined)	1	102	5	-7	4	-8	-3	-2.9	1	2
O=C(NCc1ccco1)c1cccc(S(=O)(=O)N2CCOCC2)c1	-4	101	-2	7	3	-8	2	-0.4	-2	0
COc1ccc(C(=O)CCC(=O)O)c(C)c1	-6	95	0	-6	-1	-5	-6	1.1	0	-3
Cc1ccc(NC(=S)NC(CO)C(O)c2ccc([N+](=O)[O-])cc2)cc1 (centres undefined)	13	102	-3	1	-2	4	3	-1.2	1	0
O=C(Cn1nc(-c2ccco2)ccc1=O)Nc1cc(C(F)(F)F)ccc1Cl	1	98	-9	1	-2	-7	-2	-0.9	9	8
c1coc(CNc2nc(-c3cccs3)cs2)c1	3	96	0	-9	-14	-3	-2	-0.4	1	1
CCOC(=O)N1CCN(C(=O)Nc2ccc3nc(C)c(C)nc3c2)CC1	2	99	1	9	19	nt	-7	4.4	-1	-3

Sorted by formula weight (rising): some entries from above.
SMILES	MC4R antagonist	ABCB6 inh 2	HTR2A ag	ABHD5-PLIN5 inh	H9c2 protect	CaV13 ICDI inh	PDI inh	MC4R barr agon	Glyco luc inh	Granule exo inh
O=c1c(Cc2ccc(F)cc2)c(O)ccn1Cc1cccc(Cl)c1	13	105	3	4	7	-2	-1	2.8	0	2
O=C(NCc1ccco1)c1cccc(S(=O)(=O)N2CCOCC2)c1	-4	101	-2	7	3	-8	2	-0.4	-2	0
CCOC(=O)N1CCN(C(=O)Nc2ccc3nc(C)c(C)nc3c2)CC1	2	99	1	9	19	nt	-7	4.4	-1	-3

Next section.
SMILES	MC4R antagonist	ABCB6 inh 2	HTR2A ag	ABHD5-PLIN5 inh	H9c2 protect	CaV13 ICDI inh	PDI inh	MC4R barr agon	Glyco luc inh	Granule exo inh
Cn1c(=O)c2c(nc(NCCCN3CCOCC3)n2Cc2ccc(Cl)cc2)n(C)c1=O	-2	98	-3	5	8	-6	-10	2.3	5	3
COc1ccc(CCNC(=O)CCc2cn(C)c3ccccc23)c(OC)c1	7	96	-1	2	7	-4	-4	-0.4	2	11
CC(=O)NC(C1C(=O)CC(C)(C)CC1=O)(C(F)(F)F)C(F)(F)F	26	102	0	0	9	nt	5	0.2	1	-1
COC(=O)C[C@H]1c2cc(F)ccc2S(=O)(=O)N1Cc1ccccc1	13	100	3	5	6	-9	-1	0.2	0	-2

Compound activity as filed in PubChem BioAssay.

Not a hit list; 4.2% or so of the library scored in one or more.
